# Bioassay records (PubChem BioAssay)
# MEKK2 WT-MEK5 = raises or lowers MEK5 binding to wildtype human MEKK2 PB1 domain; Q9Y2U5; bead flow cytometry, Alexa488-MEK5 binding to MEKK2 WT; actives lie on both sides; binding response (% of control), % at 10 µM; hit rate 1.1% among 290,000; in the data active = binding response below about 67% or above about 130%
# MEKK3 PB1 HTS = modulators (inhibitors or enhancers) of MEK5 binding to human MEKK3 PB1 domain. Q99759. bead-based flow cytometry, Alexa488-MEK5 binding to MEKK3; actives lie on both sides; 0 = blocked by unlabeled MEK5, 100 = vehicle. binding response (% of control), % at 10 µM. hit rate 1.4% among 290,000;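 active = binding response more than 3 SD above or below the average of its plate-row segment, actives on both sides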;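 note: Alexa488 bead fluorescence after subtracting the streptavidin-only scavenger bead signal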
# Target sequence (Q99759 whole entry, looked up, the tested form may be a part): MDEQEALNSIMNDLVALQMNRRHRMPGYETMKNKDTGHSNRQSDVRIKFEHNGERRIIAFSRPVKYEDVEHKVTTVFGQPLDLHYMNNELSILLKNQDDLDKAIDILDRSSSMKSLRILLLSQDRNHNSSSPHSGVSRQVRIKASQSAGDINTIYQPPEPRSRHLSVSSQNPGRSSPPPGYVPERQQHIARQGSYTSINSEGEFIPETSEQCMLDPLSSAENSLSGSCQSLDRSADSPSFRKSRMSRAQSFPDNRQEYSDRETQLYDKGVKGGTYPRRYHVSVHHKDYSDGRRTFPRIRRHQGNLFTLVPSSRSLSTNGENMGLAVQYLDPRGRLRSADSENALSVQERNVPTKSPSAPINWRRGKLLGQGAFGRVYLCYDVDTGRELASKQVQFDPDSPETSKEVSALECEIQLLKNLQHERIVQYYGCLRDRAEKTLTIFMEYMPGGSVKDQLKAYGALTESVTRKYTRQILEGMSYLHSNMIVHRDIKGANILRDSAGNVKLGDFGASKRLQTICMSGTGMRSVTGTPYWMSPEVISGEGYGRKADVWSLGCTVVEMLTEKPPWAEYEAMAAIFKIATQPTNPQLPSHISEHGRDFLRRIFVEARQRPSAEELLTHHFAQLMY
# FID counter = counter-screen for HCV NS3 helicase inhibitors: DNA intercalator displacement; hit rate 0.17% among 290,000; DNA fluorescent intercalator displacement, fluorescence; inhibition, % at 7.9 µM; AID 1845; in the data active = inhibition above about 37%;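 note: 0% = vehicle and 100% = reference compound; higher means more ethidium bromide displaced from hairpin DNA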
# CRFBP-R2 agonist = agonists of human CRF-binding protein/CRF-R2 receptor complex; HEK293 CRF-R2/CRF-BP, calcium dye fluorescence (FLIPR); percent of saturating CRF peptide response; activation, % at 13.2 µM; hit rate 0.46% among 350,000;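 active = activation of at least 50%, plus an integration ratio under a set limit after plate pattern correction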;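 note: plate controls were neutral control wells without compound for no effect and CRF at EC100 for full effect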
# MEKK2mut PB1 HTS = signal of MEK5 binding to mutant human MEKK2 PB1 domain | bead flow cytometry, Alexa488-MEK5 binding to MEKK2 mutant | percent response, % at 10 µM | hit rate 0.35% among 290,000; in the data active = percent response above about 24%, passing the limit was not always enough; note: inactives centre near 1; some results filed as inactive read as strong as hits; reference of the scale not given here
# UBC9 SUMO inh = SUMOylation inhibition; hit rate 0.36% among 290,000; P63279; inhibition, % at 35 µM; HTRF SUMOylation assay, SAE1/SAE2 + UBC9, in vitro; in the data active = inhibition above about 50%, passing the limit was not always enough; note: strong numbers were not always called active
# Target sequence (P63279 whole entry, looked up): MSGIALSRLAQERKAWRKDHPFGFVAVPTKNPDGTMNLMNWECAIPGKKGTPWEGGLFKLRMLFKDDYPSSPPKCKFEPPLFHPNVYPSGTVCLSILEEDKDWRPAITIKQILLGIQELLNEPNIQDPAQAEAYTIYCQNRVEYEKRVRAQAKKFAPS
# CRFR2-BP antag = blocks CRF-induced signaling of the CRF-BP/CRF-R2 complex. inhibition, % at 11.8 µM. HEK293 CRF-R2/CRF-BP, CRF-induced calcium fluorescence. hit rate 0.59% among 350,000. AID 588475;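 active = inhibition of the ligand-induced calcium signal above about 50% at the single tested concentration, limit read from the data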
# NS3 helicase inh = blocks Hepatitis C virus NS3 helicase unwinding. hit rate 0.56% among 290,000. AID 1800. NS3 helicase DNA unwinding, Cy5 molecular beacon fluorescence. inhibition, % at 10.9 µM;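 active = inhibition above the mean of all tested compounds plus 3 SD, set per campaign, cut at about 35% in these data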;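 note: 0% = DMSO wells and 100% = thioflavine S control wells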
#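 Assay system – hepatitis C virus NS3 helicase domain fragment enzyme · Buffer or medium – MOPS pH 6.5, MgCl2, DTT, Tween20, BSA · Reagent – Cy5/quencher beacon DNA duplex and ATP to start · Compound – single 10.9 µM dose · Timing – 1 h at 25 °C · Technique – Cy5 beacon fluorescence read at start and 1 h · Measure – % inhibition of unwinding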
# GalR3 antagonist = human GalR3 antagonism; O60755; HEK293 GalR3-CNG cAMP membrane potential fluorescence; galR3 body fused to GalR1 C-terminus; inhibition, % at 3 µM; hit rate 0.44% among 360,000; AID 651719;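 active = inhibition above the screen-wide average plus 3 SD, cut at about 13% in these data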;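 note: forskolin and galanin both at EC90 stimulate the cells; cAMP rise reported by CNG channel membrane potential dye signal; 0% = forskolin plus galanin with DMSO and 100% = forskolin alone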
# Target sequence (O60755 1-299 limits assumed): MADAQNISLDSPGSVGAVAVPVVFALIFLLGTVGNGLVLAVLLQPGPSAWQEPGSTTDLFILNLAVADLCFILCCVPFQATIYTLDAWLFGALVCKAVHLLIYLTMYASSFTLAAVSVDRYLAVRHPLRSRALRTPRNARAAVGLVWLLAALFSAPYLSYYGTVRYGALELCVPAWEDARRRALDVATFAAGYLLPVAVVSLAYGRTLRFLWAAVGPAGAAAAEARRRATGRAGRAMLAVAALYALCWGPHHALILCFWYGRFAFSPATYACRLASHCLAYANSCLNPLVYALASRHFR
# An asterisk follows results filed as active; x = not tested or not shown. This is a subset; count on the stated rates, not on these rows.
no.	Structure	MEKK2 WT-MEK5	MEKK3 PB1 HTS	FID counter	CRFBP-R2 agonist	MEKK2mut PB1 HTS
1	COc1cccc(CNC(=O)C2CCN(c3nnc(N4CCCC4=O)s3)CC2)c1	95	97	-21	-1.7	3
2	NC(=O)C1CCN(C(=O)C2c3ccccc3C(=O)N3CCc4ccccc4C23)CC1 (centres undefined)	97	96	-2	-1.4	2
3	Cc1ccc(CN=C(N)Nc2nc(C)cc(C)n2)cc1	96	93	1	-0.9	-2
4	CCOc1ccc(S(=O)(=O)N/N=C2/CCCC(=O)C2)cc1	99	98	-12	0.8	-2
5	c1ccc(NC2=NCCN2CC2CCCC2)cc1	105	100	-5	-0.5	5
6	CC[C@H](C)[C@H](NC(N)=O)C(=O)Nc1ccc(NC(C)=O)cc1	100	101	-5	-2.6	3
7	CCCCOC(=O)Nc1ccc(C)c(Cl)c1	97	96	-7	34	10
8	COc1ccc(C(=O)c2cn[nH]c2-c2cc(Cl)ccc2O)cc1	101	107	-5	0.8	1

no.	UBC9 SUMO inh	CRFR2-BP antag	NS3 helicase inh	GalR3 antagonist
1	-3	12	11	x
2	-3	9	1	-3
3	5	-7	-4	10
4	-3	13	0	-3
5	-5	-6	20	-1
6	12	0	-5	-6
7	14	-7	-4	1
8	8	6	-3	-4

# Following part.
no.	Structure	MEKK2 WT-MEK5	MEKK3 PB1 HTS	FID counter	CRFBP-R2 agonist	MEKK2mut PB1 HTS
9	O=C(COC(=O)c1cccc([N+](=O)[O-])c1)NC1CCCC1	107	107	2	-1.5	6
10	COc1ccc(N2C(=O)C3C(C2=O)C2C=CC3C23CC3)c(OC)c1 (centres undefined)	108	100	-6	1.7	4
11	Cn1c(CNC(=O)CNS(=O)(=O)c2ccc(Br)cc2)cc(=O)n(C)c1=O	100	101	-4	-0.8	-3
12	C/C(=N\NC(=O)CNC(=O)c1ccc2c(c1)OCCO2)c1ccco1	101	99	-16	-1.4	-7
13	COc1ccc(NC(=O)CCN2CCN(S(=O)(=O)c3ccc(C(C)C)cc3)CC2)cc1	99	103	-20	-0.5	0
14	C/C(CC(=O)Nc1ccc([N+](=O)[O-])cc1)=N\NC(=O)c1ccccc1[N+](=O)[O-]	100	100	-3	0.0	4
15	CN=C(Nc1cccnc1)c1cccc(C(F)(F)F)c1	104	105	-5	-0.4	4
16	CCOC(=O)Nc1ccc2c(CN3CCN(S(=O)(=O)c4ccccc4)CC3)cc(=O)oc2c1	91	98	-2	-0.5	3

no.	UBC9 SUMO inh	CRFR2-BP antag	NS3 helicase inh	GalR3 antagonist
9	0	19	2	-9
10	17	13	3	1
11	-4	14	0	0
12	20	1	13	-2
13	2	10	-1	3
14	11	0	1	1
15	10	-3	2	-10
16	0	11	1	-2

# Just MEKK2 WT-MEK5, CRFR2-BP antag and MEKK2mut PB1 HTS, for some of the entries so far:
cpd	molecule	MEKK2 WT-MEK5	CRFR2-BP antag	MEKK2mut PB1 HTS
12	C/C(=N\NC(=O)CNC(=O)c1ccc2c(c1)OCCO2)c1ccco1	101	1	-7
15	CN=C(Nc1cccnc1)c1cccc(C(F)(F)F)c1	104	-3	4
13	COc1ccc(NC(=O)CCN2CCN(S(=O)(=O)c3ccc(C(C)C)cc3)CC2)cc1	99	10	0

# Some of the entries above in a different format.
# Below each compound – MEKK2 WT-MEK5	MEKK3 PB1 HTS	FID counter	CRFBP-R2 agonist	MEKK2mut PB1 HTS	UBC9 SUMO inh	CRFR2-BP antag	NS3 helicase inh	GalR3 antagonist
11. Cn1c(CNC(=O)CNS(=O)(=O)c2ccc(Br)cc2)cc(=O)n(C)c1=O
→ 100	101	-4	-0.8	-3	-4	14	0	0
12. C/C(=N\NC(=O)CNC(=O)c1ccc2c(c1)OCCO2)c1ccco1
→ 101	99	-16	-1.4	-7	20	1	13	-2

# (continued)
no.	Structure	MEKK2 WT-MEK5	MEKK3 PB1 HTS	FID counter	CRFBP-R2 agonist	MEKK2mut PB1 HTS
17	CCN1c2ccccc2NC2N=C(OC)C(c3ccccc3)C21 (centres undefined)	103	103	-2	1.3	3
18	CCCN(CC(=O)Nc1cccc(Br)c1)CC(=O)Nc1ccc(F)c(F)c1F	154*	101	-6	14	31
19	CC(C)C[C@H](NC(=O)c1nc[nH]c1C(=O)N1CCN(C(=O)OC(C)(C)C)CC1)C(=O)OC(C)(C)C	104	102	-37	-1.6	3
20	CCCN(C(=O)CSc1nc2c(cnn2-c2ccccc2)c(=O)[nH]1)C1CCS(=O)(=O)C1 (centres undefined)	112	113	-23	-0.3	3
21	FC(F)(F)c1cccc(CNC(=S)Nc2ccccc2)c1	87	82	13	0.6	-8
22	CC1CCN(S(=O)(=O)c2ccc3c(c2)NC(=O)CS3)CC1	103	98	-26	0.8	1
23	O=C(c1ccc2nc3ccccc3c(=O)n2c1)N1CCN(Cc2ccc3c(c2)OCO3)CC1	95	94	-17	-3.0	-8
24	COc1ccc(OC)c(/C(C)=N\NC(=O)c2cc3cc(Cl)ccc3n2C)c1	94	103	-23	-2.0	0

no.	UBC9 SUMO inh	CRFR2-BP antag	NS3 helicase inh	GalR3 antagonist
17	15	-18	0	x
18	-3	-28	-20	-4
19	-22	11	9	-6
20	-6	15	5	-1
21	4	-4	-1	-5
22	10	63*	1	-7
23	19	-32	-11	7
24	6	7	-6	-12

# (next part)
no.	Structure	MEKK2 WT-MEK5	MEKK3 PB1 HTS	FID counter	CRFBP-R2 agonist	MEKK2mut PB1 HTS
25	COc1cc2c(cc1OC)-c1cc(N3CCc4ccccc43)nc(=O)n1CC2	103	100	-10	-9.2	1
26	C=CCOC(=O)C1=C(C)N=C2SCCC(=O)N2C1/C=C/c1ccccc1 (centres undefined)	104	114	-26	-2.2	-6
27	CCOC(=O)C(/C=C(\C#N)C(=O)OCC)=C(/N)N1CCN(c2ccc(OC)cc2)CC1	103	102	-27	-1.7	-3
28	O=C(NC1CCCC1)c1cccc(S(=O)(=O)N2CCCCC2)c1	102	100	-3	-0.3	2
29	Cc1c(OCC(=O)N[C@@H](CSCc2ccccc2)C(=O)O)ccc2c3c(c(=O)oc12)CCC3	100	97	-3	1.9	1
30	O=C(O)c1cc(S(=O)(=O)NCc2ccco2)c(Cl)cc1Cl	106	107	3	0.8	9
31	Cc1cccc2nc(CSCc3ccco3)cn12	102	106	-2	-0.6	6
32	CCCc1nc(SCC(=O)N2CCN(c3ccccc3)CC2)c2c(=O)n(C)c(=O)n(C)c2n1	x	x	0	-0.1	x

no.	UBC9 SUMO inh	CRFR2-BP antag	NS3 helicase inh	GalR3 antagonist
25	17	3	4	8
26	-15	-1	3	-3
27	18	4	-3	-2
28	-8	-18	7	0
29	12	-4	10	-5
30	-4	-49	7	-2
31	23	0	8	-2
32	-6	-14	-2	x

# Following part.
no.	Structure	MEKK2 WT-MEK5	MEKK3 PB1 HTS	FID counter	CRFBP-R2 agonist	MEKK2mut PB1 HTS
33	O=C(NCc1cccnc1)C1CC(c2ccc(F)cc2)=NO1 (centres undefined)	107	105	5	-0.8	3
34	O=C1CCC(=O)N(O)CCCCCNC(=O)CCC(=O)N(O)CCCCNC(=O)CCC(=O)N(O)CCCCCN1	114	107	x	0.5	8
35	Cc1sc2nc3ccc(N4CCCC4)nn3c(=O)c2c1C	99	101	0	-2.4	-3
36	CCc1ccc(CCC(=O)Nc2sc(C)c(C)c2C(=O)OC)o1	106	103	-2	3.5	6
37	O=C(Cn1nc(-c2ccccc2)c2ccccc2c1=O)Nc1ccc(F)cc1	94	99	-8	6.7	2
38	CNc1nc2c(C)cccn2c(=O)c1C=Nc1ccc(OC)cc1	103	105	0	-0.9	0
39	O=C(NC1CCCCC1)C(c1ccc(O)c(O)c1)N(C(=O)Cn1nnc2ccccc21)c1cccc(O)c1 (centres undefined)	93	101	-24	-1.0	-2
40	Cn1nc(-c2ccc(C(=O)N3CCN(CCO)CC3)cc2)c2ccccc2c1=O	105	106	-3	3.6	8

no.	UBC9 SUMO inh	CRFR2-BP antag	NS3 helicase inh	GalR3 antagonist
33	23	-4	-7	x
34	-3	17	x	4
35	24	22	0	-2
36	-12	22	13	-5
37	16	-13	2	0
38	20	13	5	-3
39	14	-3	1	-1
40	-6	-10	-15	-2

# Next compounds follow:
no.	Structure	MEKK2 WT-MEK5	MEKK3 PB1 HTS	FID counter	CRFBP-R2 agonist	MEKK2mut PB1 HTS
41	Cc1ccsc1C(=O)OCC(=O)NCCC1=CCCCC1	110	102	-13	-2.3	16
42	COc1c2occc2c(OC)c2c(=O)cc(C(F)(F)C(F)(F)F)oc12	94	84	-2	-0.9	-2
43	O=C(O)CC1NCCc2ccccc21 (centres undefined)	95	93	1	3.1	-12
44	O=C(CNC(=O)c1ccccc1)OCc1cc(=O)n2cc(Br)ccc2n1	95	94	36	0.9	-2
45	CCn1cc(C(=O)NCC(C)C)c(=O)c2cc(F)c(N3CCN(C)CC3)cc21	90	89	6	0.0	-24
46	O=C(CCN1CCCCC1)Nc1ccccc1	99	98	-2	3.7	3
47	CC[C@H]1OC(=O)[C@H](C)[C@@H](O[C@H]2C[C@@](C)(OC)[C@@H](O)[C@H](C)O2)[C@H](C)[C@@H](O[C@@H]2O[C@H](C)C[C@H](N(C)C)[C@H]2O)[C@](C)(O)C[C@@H](C)C(=O)[C@H](C)[C@@H](O)[C@]1(C)O	105	101	-14	11	6
48	COc1cc(C2CC(=O)c3c(ccc4ccccc34)N2)ccc1O (centres undefined)	101	97	-15	0.1	12

no.	UBC9 SUMO inh	CRFR2-BP antag	NS3 helicase inh	GalR3 antagonist
41	2	3	-2	-4
42	15	-9	-1	-2
43	22	13	4	-1
44	-11	-7	-7	7
45	27	9	-3	-5
46	1	3	2	-2
47	3	-7	47*	-4
48	1	-13	2	1

# (cont.)
no.	Structure	MEKK2 WT-MEK5	MEKK3 PB1 HTS	FID counter	CRFBP-R2 agonist	MEKK2mut PB1 HTS
49	CCOC(=O)c1c(C)nc2c(c1-c1ccc(Cl)cc1)C(=O)CC(C)(C)C2	105	102	-15	2.2	10
50	COC(=O)Cc1c(C)c2ccc(OCC(=O)N3CCCC(C)C3)c(C)c2oc1=O (centres undefined)	108	103	-30	1.4	10
51	O=C(CNC(=S)N(Cc1ccccc1)Cc1ccccc1F)NCc1ccccc1	106	122	-32	6.0	0
52	Nc1nc(SCC(=O)c2cc(F)ccc2F)n[nH]1	92	101	-2	-1.5	-46
53	CCOC(=O)/C(=N\Nc1cc(Cl)ccc1Cl)N1CCN(CC)CC1	116	98	3	-0.9	9
54	CCN(CCO)Cc1cc(=O)oc2c(C)c(C)ccc12	99	102	-4	-0.7	1
55	COc1ccc(-n2c(=O)c3ccccc3n(CC(=O)Nc3cc(C)on3)c2=O)cc1OC	102	99	-11	-3.2	5
56	CC(C)OC(=O)c1c(NC(=O)Cn2cnc([N+](=O)[O-])n2)sc2c1CCCC2	117	116	5	0.0	4
57	O=C(Cn1cc(SCc2cccc(Cl)c2)c2ccccc21)N1CCOCC1	111	140*	-24	-0.2	1
58	COc1ccccc1N1CCN(C(=O)c2cc3sccc3n2C)CC1	103	100	-37	-4.1	5
59	CCCN(CCC)CCNC(=O)c1cc2c(C)nc3ccccc3c2o1	111	105	17	0.8	6

no.	UBC9 SUMO inh	CRFR2-BP antag	NS3 helicase inh	GalR3 antagonist
49	1	-12	-6	0
50	22	-5	-1	4
51	3	-16	-3	6
52	10	16	-1	-4
53	-1	-64	-14	-4
54	8	-5	2	-1
55	18	2	8	0
56	-5	1	8	-3
57	7	5	-12	-8
58	7	-8	-5	-3
59	-8	7	15	-8
